mHTT CaM bind – mHTT-calmodulin interaction abrogation; AlphaScreen His-mHTT/GST-CaM binding, luminescence; inhibition, % at 15 µM; hit rate 3.6% among 190,000; P42858;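 also: 0% = both proteins with DMSO and 100% = one protein alone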
Target sequence (P42858 whole entry, looked up, stated change not applied): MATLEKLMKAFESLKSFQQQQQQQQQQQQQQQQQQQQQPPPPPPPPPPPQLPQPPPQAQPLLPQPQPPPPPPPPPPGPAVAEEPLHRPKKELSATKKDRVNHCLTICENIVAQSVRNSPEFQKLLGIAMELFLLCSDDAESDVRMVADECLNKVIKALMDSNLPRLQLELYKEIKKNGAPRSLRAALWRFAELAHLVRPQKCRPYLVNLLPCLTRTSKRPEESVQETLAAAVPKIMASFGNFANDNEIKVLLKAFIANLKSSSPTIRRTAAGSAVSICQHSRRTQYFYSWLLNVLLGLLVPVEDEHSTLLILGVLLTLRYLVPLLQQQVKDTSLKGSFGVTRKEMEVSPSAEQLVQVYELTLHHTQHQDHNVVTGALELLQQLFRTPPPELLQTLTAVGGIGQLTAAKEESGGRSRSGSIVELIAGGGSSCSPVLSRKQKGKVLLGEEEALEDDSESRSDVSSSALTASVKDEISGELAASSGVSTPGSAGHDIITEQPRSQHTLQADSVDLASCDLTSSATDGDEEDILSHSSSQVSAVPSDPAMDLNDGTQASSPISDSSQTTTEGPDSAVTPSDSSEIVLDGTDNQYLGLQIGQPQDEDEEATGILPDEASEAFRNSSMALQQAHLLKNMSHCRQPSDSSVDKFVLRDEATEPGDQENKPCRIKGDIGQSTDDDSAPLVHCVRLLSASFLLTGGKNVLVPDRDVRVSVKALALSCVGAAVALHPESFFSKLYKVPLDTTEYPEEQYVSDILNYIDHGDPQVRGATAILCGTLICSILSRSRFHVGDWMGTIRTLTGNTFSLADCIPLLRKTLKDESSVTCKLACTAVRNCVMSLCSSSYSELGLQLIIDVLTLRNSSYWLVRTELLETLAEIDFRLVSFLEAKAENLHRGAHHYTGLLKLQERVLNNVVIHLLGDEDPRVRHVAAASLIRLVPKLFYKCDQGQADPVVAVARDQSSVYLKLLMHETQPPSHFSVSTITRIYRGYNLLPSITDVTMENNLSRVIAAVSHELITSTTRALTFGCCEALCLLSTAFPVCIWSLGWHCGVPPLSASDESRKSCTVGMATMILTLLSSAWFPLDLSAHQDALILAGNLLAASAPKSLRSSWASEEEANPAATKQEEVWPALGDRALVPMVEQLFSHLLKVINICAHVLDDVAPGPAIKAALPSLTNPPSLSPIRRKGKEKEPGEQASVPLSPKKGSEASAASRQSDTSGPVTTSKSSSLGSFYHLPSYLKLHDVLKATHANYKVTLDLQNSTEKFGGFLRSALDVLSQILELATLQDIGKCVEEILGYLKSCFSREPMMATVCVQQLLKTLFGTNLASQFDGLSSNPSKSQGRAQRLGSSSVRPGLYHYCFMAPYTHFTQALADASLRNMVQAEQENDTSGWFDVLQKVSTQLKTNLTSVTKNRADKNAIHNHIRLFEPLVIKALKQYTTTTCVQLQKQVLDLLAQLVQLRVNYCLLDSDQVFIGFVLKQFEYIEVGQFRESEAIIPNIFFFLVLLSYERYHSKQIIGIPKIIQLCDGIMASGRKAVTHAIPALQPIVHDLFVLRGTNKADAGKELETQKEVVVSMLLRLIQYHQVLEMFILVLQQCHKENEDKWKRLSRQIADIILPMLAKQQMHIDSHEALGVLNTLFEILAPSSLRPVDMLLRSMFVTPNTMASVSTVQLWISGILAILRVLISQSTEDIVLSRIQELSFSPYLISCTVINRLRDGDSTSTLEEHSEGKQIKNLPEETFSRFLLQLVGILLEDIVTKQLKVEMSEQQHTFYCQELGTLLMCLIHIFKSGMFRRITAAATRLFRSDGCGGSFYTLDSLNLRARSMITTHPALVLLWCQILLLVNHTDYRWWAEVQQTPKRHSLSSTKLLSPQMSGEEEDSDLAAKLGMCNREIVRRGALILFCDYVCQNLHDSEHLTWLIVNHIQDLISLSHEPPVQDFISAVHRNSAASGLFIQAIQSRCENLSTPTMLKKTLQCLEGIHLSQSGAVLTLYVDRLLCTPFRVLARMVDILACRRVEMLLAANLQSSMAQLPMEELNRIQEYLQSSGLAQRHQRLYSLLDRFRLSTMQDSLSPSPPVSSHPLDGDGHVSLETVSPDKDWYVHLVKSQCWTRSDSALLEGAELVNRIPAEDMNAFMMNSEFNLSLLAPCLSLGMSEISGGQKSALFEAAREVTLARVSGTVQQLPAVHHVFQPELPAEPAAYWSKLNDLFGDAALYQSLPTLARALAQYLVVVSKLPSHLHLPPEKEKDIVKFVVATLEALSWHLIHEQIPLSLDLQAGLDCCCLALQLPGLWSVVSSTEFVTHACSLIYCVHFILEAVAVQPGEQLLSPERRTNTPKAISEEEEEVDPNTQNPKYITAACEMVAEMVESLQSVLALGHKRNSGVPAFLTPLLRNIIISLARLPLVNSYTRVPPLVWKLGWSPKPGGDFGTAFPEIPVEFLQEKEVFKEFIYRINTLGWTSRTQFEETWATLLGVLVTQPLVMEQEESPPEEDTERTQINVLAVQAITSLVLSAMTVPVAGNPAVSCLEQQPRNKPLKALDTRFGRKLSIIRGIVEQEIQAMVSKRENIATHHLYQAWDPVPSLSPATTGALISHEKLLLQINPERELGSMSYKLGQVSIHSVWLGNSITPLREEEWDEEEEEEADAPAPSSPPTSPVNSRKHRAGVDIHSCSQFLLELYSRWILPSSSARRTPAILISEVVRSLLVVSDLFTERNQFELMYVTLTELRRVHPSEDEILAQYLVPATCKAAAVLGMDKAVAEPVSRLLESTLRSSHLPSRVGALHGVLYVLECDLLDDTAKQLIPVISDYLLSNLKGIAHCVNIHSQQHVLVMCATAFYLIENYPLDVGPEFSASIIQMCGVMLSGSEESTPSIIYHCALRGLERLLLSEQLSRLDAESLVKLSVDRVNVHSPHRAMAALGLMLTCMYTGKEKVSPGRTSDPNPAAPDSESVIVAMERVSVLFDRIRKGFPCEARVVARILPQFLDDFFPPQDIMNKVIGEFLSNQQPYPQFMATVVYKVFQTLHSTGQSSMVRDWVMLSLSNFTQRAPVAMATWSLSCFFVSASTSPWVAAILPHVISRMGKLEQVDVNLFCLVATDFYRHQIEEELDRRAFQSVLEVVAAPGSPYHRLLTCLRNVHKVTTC
Pf apPOL inh – Pf-apPOL DNA polymerase inhibition | Recombinant Pf-apPOL, molecular beacon fluorescence, 1.5 h | inhibition, % at 10 µM | hit rate 0.25% among 210,000
* = called active by the depositor; . = not tested or not shown; & = joins results of further samples; ! = a repeat was not active. Rule as the data show it: active = inhibition above about 50%; inactive = the rest.

SMILES	mHTT CaM bind	Pf apPOL inh
Cc1ccccc1OCC(=O)N1CCN(C2=CC3=NCC(C)N3C=N2)CC1 (stereo not drawn)	100*	1
O=C(/C=C/c1cccc(I)c1)Nc1nc2ccccc2s1	19	2
CCCC(C)C(=O)N1CCC(CCOc2ccccc2)CC1 (stereo not drawn)	-15	-5
COc1ccc(OC)c(/C=C/C(=O)Nc2ccc(Cl)cc2[N+](=O)[O-])c1	15	-2
COc1cccc(C2=NOC(C(=O)NC3CCCCC3)C2)c1 (stereo not drawn)	-5	-3
COc1ccc(S(=O)(=O)Nc2cccc(F)c2)cc1Br	-19	-3
FC(F)(F)c1nnc2n1CCN(Cc1csc3c1CCCC3)C2	2	-3
N#CC(=Cc1c(Cl)cccc1Cl)S(=O)(=O)c1ccc(Cl)cc1	.	-5
O=C(NCc1ccccc1)N1CCC(CCOc2cccnc2)CC1	-2	-5
COc1cc(/C=C(\C#N)c2nc3ccccc3n2C)cc([N+](=O)[O-])c1O	32	2
CSc1cccc(NC(=O)CSCc2ccc([N+](=O)[O-])cc2)c1	6	-3
COc1ccccc1NC(=O)C1CC(=O)N(C)C(=Nc2cccc(C(F)(F)F)c2)S1 (stereo not drawn)	8	-110
O=[N+]([O-])c1cnc(Sc2n[nH]c(-c3cccs3)n2)s1	.	4
O=c1ccn(-c2ccccc2)[nH]1	-4&-1	1
CCOc1ccc(NC(=O)N2CCCC2c2ccccc2C)cc1 (stereo not drawn)	-4	2
COc1cccc(NC(=O)c2ccc(I)cc2)c1	-11	-4
CCCSc1nnc2c(n1)[nH]c1ccccc12	-3	0
Cc1cc(C)c2c(N)c(C(=O)c3ccc(F)cc3)sc2n1	-11	-7
CN(CCCNC(=O)C1CCCN(c2nnc3c(Cl)cccn23)C1)c1ccccc1 (stereo not drawn)	14	2
O=C(Nc1cc(F)ccc1F)N1CCC(N2CCN(Cc3ccccc3)C2=O)CC1	2	-6
CC(=O)C1=C(C)NC(SCc2cccc([N+](=O)[O-])c2)=C(C#N)C1c1ccco1 (stereo not drawn)	16	-4
COc1ccc(C2CCCN2C(=O)c2cc(C)on2)cc1 (stereo not drawn)	-9	-2
CC(C(=O)NCCCc1ccccc1)C1CCN(S(=O)(=O)c2cccs2)CC1 (stereo not drawn)	-9	6
CC(=O)Nc1cccc2c(C(=O)NCCN3CCCCCC3)ccnc12	16	0
O=C(c1cc(F)cc(F)c1)N1CCC(CCOc2ccccc2F)CC1	-42	0
Cc1ccc(Oc2ccc(C)cc2)cc1	.	-2
CS(=O)(=O)N(CC(=O)NC1CC2CCC1C2)c1cc(C(F)(F)F)ccc1Cl (stereo not drawn)	-3	-2
CSc1ccc(CNC(=O)C2c3ccccc3CCN2C(=O)C2CC2)cc1 (stereo not drawn)	6	-8
CCOc1ccccc1CNC(=O)C1CCCN(c2nc3ccccc3o2)C1 (stereo not drawn)	23	-16
O=C(NCc1ccc(F)cc1)C1CC(=O)N(Cc2cccc(Br)c2)C1 (stereo not drawn)	12	-4
Cc1ccc(S(=O)(=O)Nc2ccc(-n3ccc(C(F)(F)F)n3)cc2)cc1	.	0
Cn1cnnc1SCc1cc(=O)c(OCc2ccc(C(F)(F)F)cc2)co1	5	-60
Cc1ccc(S(=O)(=O)c2cc3c(=O)n4cccc(C)c4nc3n(CC3CCCO3)c2=N)cc1 (stereo not drawn)	-5	-11
Cc1cccc(OCC(=O)N2CCc3c(c(-c4nc(-c5ccc(F)cc5)no4)nn3C)C2)c1	-2	-7
O=C(Cc1csc(NC(=O)c2ccc3c(c2)OCO3)n1)Nc1ccc(-n2cnnn2)cc1	-6	1
O=C(Nc1cccc(F)c1)C1CCCN(c2ncc(-c3ccccc3)cn2)C1 (stereo not drawn)	-7	-1
COc1ccc(C(=O)Nc2ccc(-c3nc4ccccc4s3)cc2)cc1[N+](=O)[O-]	4	1
CC(C)c1ccc(/C=C(\C#N)c2nn(-c3ccccc3)c(N)c2C#N)cc1[N+](=O)[O-]	36	0
O=C(NCc1ccccc1Cl)c1ccc(N2CCNC(c3ccccc3)C2)nc1 (stereo not drawn)	16	-7
COc1ccc(C2=N/C(=C\c3sccc3C)C(=O)O2)cc1OC	0	-2
COc1nccnc1NC1CCN(S(=O)(=O)c2cccnc2)CC1	-1	-4
CC1=C(C(N)=O)C(c2ccc(C)cc2)n2nc(SCc3ccccc3F)nc2N1 (stereo not drawn)	7	4
OC1(C(F)(F)F)CC(c2ccncc2)=NN1 (stereo not drawn)	.	2
O=C(NC1CCCCCC1)c1ccc(-c2cnc(N3CCCC3)nc2)cc1	-10	4
O=C(NCc1ccncc1)C1CCN(c2cncnc2N2CCCC2)CC1	3	-5
COc1cc(NC(=O)C2CCN(c3nccc4sccc34)CC2)cc(OC)c1	9	-3
CC1(C(=O)NCc2ccccc2)CCCN(C(=O)CSc2ccccc2)C1 (stereo not drawn)	3	-2
CCCOc1ccccc1/C=c1\sc2nc(-c3ccncc3)nn2c1=O	14	11
N=c1oc2c(Cl)cc(Cl)cc2cc1C(N)=O	91*	-2
CN(C)CCNC(=O)c1ccc(-c2ccccc2)cc1	1	0
CCOc1ccc(N2CC(C(=O)NC3CCN(C)CC3)CC2=O)cc1 (stereo not drawn)	-3	-4
CC(=O)Nc1ccc(S(=O)(=O)c2cc(O)ccc2O)cc1	1	-4
CCN(CC)CCC(c1ccc(N(C)C)cc1)c1c(OC)cc(OC)c2c1OC(=O)CC2c1ccc(N(C)C)cc1 (stereo not drawn)	101*	0
CCC(C(=O)Nc1cc(C)c(Cl)cc1OC)c1ccccc1 (stereo not drawn)	-8	-5
Cc1cc(C2CCCN2C(=O)c2cnn3c(C(F)(F)F)cc(-c4ccco4)nc23)no1 (stereo not drawn)	7	4
CCOc1cccc(CN2CCc3nc(Nc4cc(OC)cc(OC)c4)ncc3C2)c1	26	-3
O=C(C(Cc1ccc([N+](=O)[O-])cc1)N1C(=O)c2ccccc2C1=O)N1CCCCC1 (stereo not drawn)	6	-8
CN(C)C1CN(C(=O)c2cccc(F)c2)CCC1(O)c1ccccc1 (stereo not drawn)	-1	-10
COc1ccc(C(=O)N2CCC(c3nc(C(=O)N4CCOCC4)c(C)o3)CC2)cc1F	3	2
COc1ccc(S(=O)(=O)N2CCC(c3nc(C(=O)N(C)C)c(C)o3)CC2)cc1	2	-4
More entries follow:
SMILES	mHTT CaM bind	Pf apPOL inh
O=C(CCC1CCCN(C(=O)Nc2ccccc2F)C1)NCc1ccc2c(c1)OCO2 (stereo not drawn)	-6	-1
COc1cccc(-c2nc(C3CCN(C(=O)c4ccoc4)CC3)no2)c1	17	-1
Cc1cc2ncc(S(=O)(=O)C(C)(C)C)c(N)n2n1	.	-11
O=C(NCc1ccccc1F)c1cc2n(n1)CCCN(Cc1ccc(Cl)cc1)C2=O	6	0
Cc1ccc(-n2nc(C)c3sc(N4CCCN(C(=O)c5ccoc5)CC4)nc32)cc1	30	-2
C=CCOc1ccc(/C=C2/SC(=Nc3ccccc3)NC2=O)cc1OCC	14	-1
CCN1CCCC1CNC(=O)c1c(-c2c(Cl)cccc2Cl)noc1C (stereo not drawn)	.	-6
Cn1c(CSCC(=O)Nc2ccccc2)nnc1SCC(=O)Nc1cccc(Cl)c1	.	-2
COc1ccc(N2C(=O)c3ccccc3C2C(=O)NC2CCCCC2)cc1 (stereo not drawn)	11	-14
Cc1c(C(=O)O)nnn1-c1ccc(C(F)(F)F)cc1	-10	-1
Cc1ccc(Cn2cc(CN3CC(N4CCN(CCO)CC4)CS3(=O)=O)nn2)cc1 (stereo not drawn)	1	1
CCOc1ccc(C2CC(=O)C3=C(C2)Nc2ccccc2NC3c2ccccc2Cl)cc1OC (stereo not drawn)	44	20
CC(C)(C)NC(=O)NCc1nnnn1-c1ccc(F)c(F)c1	-18	-2
Cc1ccc(C=C2Oc3c(ccc(O)c3CN3CCCCC3C)C2=O)o1 (stereo not drawn)	18	-1
COc1ccc(CCNC(=O)c2ccc(CS(=O)(=O)Cc3ccc(C)cc3)o2)cc1OC	-4	-15
CCN(CC)S(=O)(=O)c1cc(C(=O)Nc2cc(C)on2)ccc1Br	-2	-7
CCOc1ccccc1NC(=O)COc1ccc(Br)cc1C	-9	-6
Cc1ccc(C(O)=C2C(=O)C(=O)N(C)C2c2ccc(F)cc2)cc1 (stereo not drawn)	4	16
CC1CCN(C(=O)c2cnn3ccc(C4CCN(C(=O)C5CCC5)CC4)cc23)CC1	10	-1
COC(=O)C1=C(NNc2ccccc2)CSC1	.	-4
CCc1ccc(CN2CCN(Cc3ccc4c(c3)OCO4)CC2)cc1	8&7	5&-8
COc1ccccc1C1=NOC(C(=O)Nc2cc(C)ccc2O)C1 (stereo not drawn)	12	-2
O=C1CSC(c2ccccc2)N1c1ccc(Oc2ccccc2)cc1 (stereo not drawn)	78*	0
CC(C)NC(=O)CN1C(=O)CCSc2ccccc21	-2	-2
O=C(c1ccccc1Br)N1CCN(c2cccc(Cl)c2)CC1	64*!	3&-2
Cc1ccnn1-c1cc(SCC(=O)Nc2ccc(Cl)cc2C(F)(F)F)ncn1	-2	-9
Cc1cc(C)n(C(=O)c2ccc(S(=O)(=O)N3CCCC3)cc2)n1	0	0
O=C(CSc1nnc(-c2ccccc2)o1)N1c2ccccc2Sc2ccccc21	-14	-7
CCOc1ccc(C(=O)Nc2ccc(NC(C)=O)cc2)cc1Br	-1	-4
O=C(CCc1nc2sc3c(c2c(=O)[nH]1)CCCCC3)N1CCN(c2ccccn2)CC1	-9	-3
CCN1CCn2c(nc3cc(C(=O)NC4CCCC4)ccc32)C1=O	-5	-3
O=C1COc2ccc(Cl)cc2O1	-9	.
CC(=O)NC1=NN(C(C)=O)C(c2ccccn2)S1 (stereo not drawn)	-1	-1
CCC(C(=O)NCc1ccccc1OC)c1ccccc1 (stereo not drawn)	-11	-6
CC1CCCCN1CCNC(=O)CCS(=O)(=O)Cc1ccc(Cl)cc1 (stereo not drawn)	6	-13
O=S1(=O)CCC(S(=O)(=O)N2CCOCC2)C1 (stereo not drawn)	3&-1	-11&-4
Cc1ccc(NC(=O)c2cc(S(=O)(=O)NCC3CCCO3)ccc2F)cc1F (stereo not drawn)	6	-3
Cc1ccc(NC(=O)c2ccc(F)c(S(=O)(=O)NC3CCCCC3C)c2)cc1F (stereo not drawn)	15	2
Cc1cc(N2C(=O)CC(Cc3ccccc3)C2=O)no1 (stereo not drawn)	1	-6
Cc1cc(=O)[nH]c(SCc2ccc(Cl)cc2Cl)n1	-3	-8

A run of entries from the list above, for reference:
SMILES	mHTT CaM bind	Pf apPOL inh
Cc1ccc(NC(=O)c2ccc(F)c(S(=O)(=O)NC3CCCCC3C)c2)cc1F (stereo not drawn)	15	2
Cc1cc(N2C(=O)CC(Cc3ccccc3)C2=O)no1 (stereo not drawn)	1	-6
Cc1cc(=O)[nH]c(SCc2ccc(Cl)cc2Cl)n1	-3	-8

Continuation.
SMILES	mHTT CaM bind	Pf apPOL inh
Cc1nc(N2CCN(C(=O)c3ccc(F)cc3F)CC2)cc(-n2ccnc2)n1	-3	-7
Cc1ccc(CN2CC34C=CC(O3)C(C(=O)NCCc3ccccc3)C4C2=O)cc1 (stereo not drawn)	5	0
c1ccc2c(c1)nnn2CNc1nonc1-c1ncon1	-8	-4
NC(=O)C1CCN(C(=O)Cc2cccs2)CC1	-6	-4
CC(C)c1ccc(NC(=O)O[C@H]2CCC23CCC(c2ccccc2)CC3)cc1 (stereo partly drawn)	-15	-1
O=C(NC1(c2nc(-c3ccccc3)no2)CCCCC1)c1ccccc1F	-11&-25	-2&-4
COc1ccc(C2C(C(=O)Nc3ccccn3)c3ccccc3C(=O)N2C)cc1 (stereo not drawn)	-1	-4
Cc1nn(-c2ccccc2)nc1C(=O)Oc1ccc(Cl)cc1	.	-7
O=C(O)COCc1ccc(Br)cc1	.	-2
Fc1ccc(CN2CCc3nc(Nc4ccc5c(c4)OCO5)ncc3C2)c(F)c1	12	-1
CCc1cnc(NS(=O)(=O)c2cc(Cl)sc2Cl)nc1-c1c(F)cccc1F	.	-19
CSc1oc(-c2ccc(C)cc2)nc1S(=O)(=O)c1ccc(C)cc1	-1	-4
COc1ccc(-c2nc3n(n2)C(=O)CC(c2ccc4c(c2)OCO4)S3)cc1 (stereo not drawn)	8	-12
O=C(NC1CC1)c1ccc(-c2cccs2)nc1	-8	-2
COc1ccc(C2C=C(C(=O)O)Nc3nnnn32)cc1 (stereo not drawn)	-7	9
O=C(c1ccc(F)cc1)N1CCN=C1SCc1ccccc1	-16	6
O=C(c1cccc(OCC2CCCN(C(=O)c3cc(F)ccc3Cl)C2)c1)N1CCCC1 (stereo not drawn)	0	-6
COCCCNC(=O)c1nc2ccccc2c(=O)n1N=CN(C)C	.	2
Cc1ccccc1OCC(=O)Nc1ccc(N2CCOCC2)c(Cl)c1	-7&4	-3&-4

Filtered by structure: those above with an aryl thioether with sulfur outside any ring
SMILES	mHTT CaM bind	Pf apPOL inh
CSc1cccc(NC(=O)CSCc2ccc([N+](=O)[O-])cc2)c1	6	-3
O=[N+]([O-])c1cnc(Sc2n[nH]c(-c3cccs3)n2)s1	.	4
CCCSc1nnc2c(n1)[nH]c1ccccc12	-3	0
CSc1ccc(CNC(=O)C2c3ccccc3CCN2C(=O)C2CC2)cc1 (stereo not drawn)	6	-8
Cn1cnnc1SCc1cc(=O)c(OCc2ccc(C(F)(F)F)cc2)co1	5	-60
CC1=C(C(N)=O)C(c2ccc(C)cc2)n2nc(SCc3ccccc3F)nc2N1 (stereo not drawn)	7	4
CC1(C(=O)NCc2ccccc2)CCCN(C(=O)CSc2ccccc2)C1 (stereo not drawn)	3	-2
Cn1c(CSCC(=O)Nc2ccccc2)nnc1SCC(=O)Nc1cccc(Cl)c1	.	-2
Cc1ccnn1-c1cc(SCC(=O)Nc2ccc(Cl)cc2C(F)(F)F)ncn1	-2	-9
O=C(CSc1nnc(-c2ccccc2)o1)N1c2ccccc2Sc2ccccc21	-14	-7
Cc1cc(=O)[nH]c(SCc2ccc(Cl)cc2Cl)n1	-3	-8
CSc1oc(-c2ccc(C)cc2)nc1S(=O)(=O)c1ccc(C)cc1	-1	-4
